Screening data deposited in PubChem by The Scripps Research Institute Molecular Screening Center.
OXTR potentiate = potentiates the human oxytocin receptor response; CHO-OTR cells, Fluo-8 calcium fluorescence, potentiator mode; 0% = oxytocin EC15, 100% = EC100; activation, % at 3 µM; actives 0.061% (n = 320,000); AID 2445;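 active = activation above that plate's cutoff, the mean activation of tested compounds plus 3 SD, cut at about 6.6% in these data, passing the limit was not always enough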;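 also: 100% uses oxytocin at 75 nM as the full agonist control; some results filed as inactive read as strong as hits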
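test system = CHO-OTR cells, human receptor | compound = single-point 3.0 µM | schedule = 6 min compound pre-incubation at room temperature, 100 s kinetic read | signal = Fluo-8 no-wash calcium dye fluorescence, excitation 470-495 nm, emission 515-575 nm | repeats = single well per compound, singlicate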
TAAR1 antagonist = human TAAR1 antagonism; CHO RD-HGA16 TAAR1, Fluo-8 calcium fluorescence, antagonist; inhibition, % at 3 µM; actives 1.5% (n = 360,000);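 active = inhibition above a per-plate cutoff, the mean inhibition of test compounds on that plate plus 3 SD, cut at about 49% in these data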;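 also: 0% = DMSO plus EC80 beta-PEA response and 100% = DMSO alone without agonist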
Target sequence (Q96RJ0 whole entry, looked up): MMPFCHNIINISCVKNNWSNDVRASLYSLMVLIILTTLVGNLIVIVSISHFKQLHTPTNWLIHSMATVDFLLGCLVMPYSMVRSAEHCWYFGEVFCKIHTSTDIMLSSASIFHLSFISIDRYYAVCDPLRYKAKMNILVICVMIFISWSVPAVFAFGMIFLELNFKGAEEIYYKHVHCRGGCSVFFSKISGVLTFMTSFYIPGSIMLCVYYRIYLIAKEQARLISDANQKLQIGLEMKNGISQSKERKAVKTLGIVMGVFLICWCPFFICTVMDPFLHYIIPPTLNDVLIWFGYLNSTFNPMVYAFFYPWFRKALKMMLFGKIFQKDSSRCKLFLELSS
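System: CHO RD-HGA16 cells bearing hTAAR1. Reagent: EC80 β-phenethylamine stimulus. Schedule: seeding 17-24 h prior, 75-min 37 °C, 30-min RT dye loading. Signal: Fluo-8 intracellular calcium dye fluorescence, real-time kinetic reads. Read-out: % inhibition from peak post-agonist over basal fluorescence ratio. Benchmarks: vehicle wells and EC80 agonist wells. Replicates: n of 1.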
M1 antag = blocks human M1 muscarinic receptor. P11229. CHO-K1 hM1, Fluo-8 calcium fluorescence, ACh EC80 antagonist. inhibition, % at 3 µM. actives 1.3% (n = 360,000). AID 588852;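 active = percent inhibition above its own plate's cutoff, namely the mean of that plate's compound wells plus 3 SD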;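 also: peak over basal fluorescence ratio during 140 s after agonist addition; 0% = ACh EC80 plus DMSO and 100% = DMSO alone without agonist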
Target sequence (P11229 whole entry, looked up): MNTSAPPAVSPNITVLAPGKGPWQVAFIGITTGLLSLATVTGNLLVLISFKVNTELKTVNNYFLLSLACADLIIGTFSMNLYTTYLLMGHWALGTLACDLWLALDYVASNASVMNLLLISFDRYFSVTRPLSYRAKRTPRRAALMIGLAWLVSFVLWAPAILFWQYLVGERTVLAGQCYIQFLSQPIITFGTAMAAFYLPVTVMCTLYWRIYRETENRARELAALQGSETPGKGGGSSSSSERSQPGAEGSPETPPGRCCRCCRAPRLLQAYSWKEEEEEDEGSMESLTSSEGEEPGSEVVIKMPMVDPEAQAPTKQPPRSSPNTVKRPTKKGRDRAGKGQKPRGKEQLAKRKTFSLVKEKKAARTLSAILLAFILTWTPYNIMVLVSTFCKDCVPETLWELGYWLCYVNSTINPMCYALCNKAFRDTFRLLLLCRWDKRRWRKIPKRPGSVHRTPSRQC
CHO-K1 Ca antag = counter-screen for M1 antagonists: effect in parental CHO-K1 cells; ATP-induced calcium, Fluo-8 fluorescence; inhibition, % at 3 µM; actives 0.6% (n = 360,000);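 active = inhibition above a per-plate cutoff, the plate's mean sample inhibition plus 3 SD, cut at about 24% in these data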;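 also: 0% = DMSO plus EC80 ATP and 100% = DMSO alone without ATP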
M1 PAM parental = M1 PAM counterscreen hit in parental CHO-K1 cells. ATP EC20, Fluo-8 calcium fluorescence; 0% at ATP EC20, 100% at ATP max. activation, % at 3 µM. actives 0.02% (n = 360,000). AID 602247;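 active = activation above the run cutoff, the mean activation of all test compounds plus 3 SD, cut at about 40% in these data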;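 also: peak over basal fluorescence ratio in a 140 s read after ATP addition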
TAAR1 ag = human TAAR1 agonism; Q96RJ0; CHO RD-HGA16 TAAR1, Fluo-8 calcium fluorescence; vehicle wells 0%, saturating PEA agonist 100%; activation, % at 3 µM; actives 0.99% (n = 360,000);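 active = activation above the mean activation of all test compounds in the run plus 3 SD, cut at about 38% in these data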
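System: CHO-derived RD-HGA16 cells with stable Gα16 and human TAAR1. Times: 17-24 h plating, Fluo-8 75 min 37 °C, 30 min RT. Measured by: calcium-sensitive Fluo-8 signal, excitation 470-495, emission 515-575 nm. Read-out basis: % activation relative to PEA EC100 response. Control set: DMSO and PEA EC100. Repeats: no replicates (n 1).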
CHO parental Ca = counter-screen: ATP calcium response change in parental CHO cells. inhibition, % at 5.6 µM. actives 0.63% (n = 330,000). parental CHO-K1, ATP-induced calcium, Fluo-8 fluorescence;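 active = inhibition above that plate's mean sample inhibition plus 3 SD, cut at about 26% in these data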;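 also: 0% = ATP-challenged DMSO wells and 100% = DMSO wells without ATP; some compounds past the cut are filed as inactive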
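Assay system: untransfected parental CHO cell line. Also added: ATP agonist challenge. Dosing: one dose, 5.6 µM nominal. Measured by: Fluo-8 fluorescence. Read-out: % inhibition. Benchmarks: ATP wells versus no-ATP DMSO wells. Repeats: no replicates.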
CHO-K1 Ca ag = nonselective activator or artifact in parental CHO-K1 cells; AID 602248; actives 0.48% (n = 360,000); activation, % at 3 µM; Fluo-8 calcium fluorescence; scaled to maximal ATP response, vehicle zero; in the data active = activation above about 15%;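 also: untransfected CHO-K1 host cells lacking M1 receptor as counterscreen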
M1 ag = activates human CHRM1 receptor. CHO-K1 hM1, Fluo-8 calcium fluorescence, agonist mode; 0% DMSO, 100% acetylcholine EC100. activation, % at 3 µM. actives 0.33% (n = 360,000). AID 588814;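 active = activation above the run's mean compound activation plus 3 SD, cut at about 16% in these data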;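 also: peak over basal fluorescence ratio within a 140 s kinetic read after compound addition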
Starred values were filed as active, the others as inactive; . = not tested or not shown.

Order of values – OXTR potentiate	TAAR1 antagonist	M1 antag	CHO-K1 Ca antag	M1 PAM parental	TAAR1 ag	CHO parental Ca	CHO-K1 Ca ag	M1 ag
1. Cc1cc(C)c(C(=O)CSc2nnc(C)s2)c(C)c1
 : 1.1	-12.7	-9.7	-8.6	16.0	-2.0	-17.2	0.7	-1.2
2. O=C(NC1(C(F)(F)F)C(=O)Nc2c1c(=O)[nH]c(=O)n2Cc1ccco1)C1CC1 (configuration not stated)
 : -1.1	-9.3	-15.3	-4.3	-1.2	16.8	-0.7	-0.6	-2.0
3. CCOc1ccc(S(=O)(=O)N2Cc3ccccc3CC2C(=O)O)cc1 (configuration not stated)
 : -3.3	-1.1	-17.9	-19.1	22.2	2.2	11.0	0.9	-2.8
4. CCOc1cc(/C=N/NC(=O)C(C)Sc2ccccn2)ccc1O (configuration not stated)
 : -6.5	-10.5	-9.2	-12.7	20.3	1.7	-24.6	1.6	-10.8
5. O=C(COC(=O)c1cc(=O)c2ccccc2o1)Nc1cc(Cl)ccc1Cl
 : -8.2	-12.1	-6.2	-14.5	10.4	0.6	-5.5	0.5	-2.1
6. O=C(COc1ccccc1)NCC(=O)Nc1cccc2ccccc12
 : 3.8	-12.7	-2.8	0.1	6.4	1.0	-6.0	0.2	-3.5
7. COc1ccccc1-c1coc2c(CN(C)C)c(O)ccc2c1=O
 : -0.9	-15.7	-19.0	6.3	-15.6	-0.3	-7.3	-0.1	0.3
8. Cc1cccc(-n2c(CNC(=O)COc3ccccc3)nnc2SCC(=O)Nc2nccs2)c1
 : -4.2	7.8	3.1	0.8	-6.5	4.2	-10.8	0.2	-3.7
9. O=C(Nc1cccc(NC(=O)c2ccccc2F)c1)c1ccccc1
 : -7.8	20.3	6.4	11.2	6.2	6.2	-18.6	10.9	-4.3
10. COc1ccccc1-n1c(SCC(=O)Nc2cc(C)on2)nc2c(c1=O)SCC2
 : -5.7	10.8	-7.3	-16.4	18.6	-0.3	-7.5	0.0	-2.1
11. Cn1ncc(Cl)c1C(=O)NC(=S)Nc1sc2c(c1C#N)CCCCC2
 : -3.7	3.5	0.5	-2.7	1.9	18.1	-1.6	0.0	-3.0
12. O=C(COc1ccc(F)cc1)OCCN1CCOCC1
 : -4.8	-5.6	-12.2	-11.0	20.2	11.9	-12.5	0.2	-2.3
13. CCOc1ccc(C(=O)NC(=S)NCCCN2CCOCC2)cc1
 : -2.5	-13.1	8.8	16.9	-26.3	-0.1	-11.5	0.4	5.4
14. O=C(NC1CC1)c1cccc(NC(=O)c2cnn(-c3ccccc3)n2)c1
 : -3.4	35.4	-2.3	-14.4	-2.9	19.3	-16.5	7.5	0.8
15. COC(=O)C1CSC(C(=O)OC)N1C(=O)CN1CCN(c2ccccc2)CC1 (configuration not stated)
 : 0.2	-6.3	11.5	10.1	-8.6	1.6	-6.1	4.2	-2.6
16. O=C(CCc1ccccc1)N/N=C/c1cc(Br)ccc1O
 : -9.7	15.5	-7.1	-7.5	5.5	4.7	-8.6	3.7	-0.8
17. CCOC(=O)C(C)n1ncn2cccc2c1=O (configuration not stated)
 : -6.1	-16.3	-4.3	-4.0	5.9	-2.9	-0.8	0.5	-2.5
18. O=C(CN1CCc2ccccc2C1)Nc1cccc(S(=O)(=O)N2CCOCC2)c1
 : -3.5	-2.9	-7.1	-17.4	21.4	3.9	-8.3	2.1	-2.7
19. Cc1ccc(OCCOCCNC(C)C)c(Br)c1
 : -14.7	-8.6	-28.1	-8.2	19.5	8.4	1.7	0.2	-6.3
20. O=C(NC(=S)NNS(=O)(=O)c1ccccc1)c1ccc([N+](=O)[O-])cc1
 : -7.2	-11.0	3.0	6.2	15.2	0.7	-0.4	9.9	-2.7
21. COCCCNC(=O)c1cc2c(s1)CS(=O)(=O)C2
 : 0.2	22.2	1.6	-8.4	-0.8	2.4	-5.0	0.2	-4.2
22. S=C(NCc1ccc(Cl)cc1)N1CCN(c2ccccn2)CC1
 : -17.2	22.6	-14.2	-13.2	22.8	12.6	-14.0	0.8	-2.3
23. COc1ccc(C(=O)NCC(=O)OCc2c(Cl)cccc2Cl)cc1OC
 : .	-0.3	-4.0	9.6	-25.2	8.0	.	0.7	5.4
24. CCOC(=O)N1CCN(S(=O)(=O)c2ccc3c(c2)SC(C)C(=O)N3)CC1 (configuration not stated)
 : -13.3	-1.7	2.2	6.5	10.5	4.7	2.7	5.1	-0.1
25. CN(C)S(=O)(=O)c1ccc(N2CCCC2)c(C(=O)NC2CCCCC2)c1
 : 5.9	-4.2	12.2	2.1	14.2	2.6	-15.8	0.5	-2.9
26. COc1ccc(/C=C2\CCOC2=O)cc1
 : -8.1	3.2	1.4	-5.4	-15.2	-0.5	-5.9	0.0	-1.9
27. COc1ccc(OC)c(C(C)NC(C)=O)c1 (configuration not stated)
 : -3.4	9.2	-0.4	-2.6	-3.0	0.1	8.4	0.2	-1.2
28. CCOC(=O)C=Cc1ccc(C(=O)OCC)[nH]1
 : .	-0.3	-10.5	11.6	-7.5	6.0	.	1.8	-0.2
29. CC1=C(C(=O)Nc2ccc(C)cn2)C(c2cnn(C)c2)C2=C(CCCC2=O)N1 (configuration not stated)
 : -6.6	-10.3	2.4	-6.4	24.1	1.1	-6.7	0.2	-1.1
30. CCCCc1c(O)nc(SCC(=O)Nc2cccc3ccccc23)n(-c2ccccc2OC)c1=O
 : -2.0	-19.7	-10.2	-8.4	7.9	1.3	-18.4	0.9	-3.5
31. OCCN(CCO)c1ccc2ccccc2c1
 : -5.5	11.4	0.3	-5.5	11.9	2.5	-5.8	0.7	-2.9
32. NC(=O)NC(CC(=O)Nc1cccnc1)c1cccc(Br)c1 (configuration not stated)
 : -1.1	5.5	13.7	3.5	14.8	5.2	-11.7	-0.1	-3.4
33. Cc1cc([N+](=O)[O-])cc2c1NC(c1ccccn1)C1CC=CC21 (configuration not stated)
 : -5.7	0.9	0.5	8.1	-13.8	0.1	-2.6	-0.1	-1.9
34. CC(=O)c1c(C)[nH]c(C(=O)NCc2ccccc2Cl)c1C
 : -5.0	-2.1	-6.0	-8.8	20.3	7.1	-20.9	2.6	-1.9
35. CN(C)S(=O)(=O)c1ccc(/C(O)=C2/C(=O)C(=O)N(CCN3CCCCC3)C2c2cccnc2)cc1 (configuration not stated)
 : .	-7.3	-7.9	-8.2	11.7	0.3	.	0.8	-3.6
36. CCn1c(CNc2ccc(C(=O)O)cc2)nc2ccccc21
 : 0.1	5.7	-32.9	-15.2	5.6	7.9	6.0	0.3	3.0
37. CC(=O)c1cccc(NC(=O)c2cc(-c3ccncc3)nc3ccccc23)c1
 : -3.7	46.2	-6.7	-5.5	-13.7	10.3	-6.0	4.7	3.2
38. CCOc1ncccc1C(=O)N1CCN(c2cccc(C)c2C)CC1
 : .	-1.8	-4.9	9.8	-1.7	18.1	.	1.0	-6.0
39. Cc1ccc(NC(=O)Cc2ccc3c(c2)OCCO3)cc1S(=O)(=O)N1CCCCC1
 : -4.5	6.4	-17.5	-7.1	4.4	-0.2	-2.6	7.2	1.3
40. CCCNC(=S)NCCN1CCCCC1
 : -4.4	-16.9	11.2	14.3	-6.3	4.0	-6.7	-0.3	-4.3
41. O=C(c1cnn2c(C(F)F)cc(-c3ccccc3)nc12)N1CCN2CCCC2C1 (configuration not stated)
 : -12.2	-14.9	-6.0	4.6	3.4	-1.1	-26.2	0.8	-5.2
42. CCC(=O)Nc1ccc(Cl)c(NC(=O)C(C)C)c1
 : 1.9	5.5	5.6	-8.6	-8.2	4.8	-7.5	0.2	-2.1
43. CCOC(=O)C1CCCN(S(=O)(=O)c2c(C)[nH]c(C)c2C(=O)N2CCCC2)C1 (configuration not stated)
 : -6.7	-9.6	-7.8	-12.0	8.3	1.1	-11.6	1.3	-0.1
44. COc1ccc(CN(C(=O)c2cc(=O)c3cc(C)cc(C)c3o2)C2CCS(=O)(=O)C2)cc1 (configuration not stated)
 : 0.2	-10.0	-7.1	-0.9	-5.1	2.3	-10.9	0.8	-1.4
45. Cc1ccc(NC(=O)CCSc2nnc3ccccn23)cc1
 : -8.5	7.5	-24.0	-4.6	14.0	6.0	-8.4	1.4	-5.7
46. CC1=CC=CC2=NC(=O)CC(C)(C(=O)N(CC(=O)NC3CCCC3)c3ccc(F)cc3)N12 (configuration not stated)
 : 2.8	-6.6	-9.7	-10.3	0.5	1.1	-4.9	1.7	-3.0
47. COC(=O)c1ccc(S(=O)(=O)NNC(=O)c2ccc(S(=O)(=O)N3CCCCC3)cc2)cc1
 : -9.2	35.5	-5.8	-9.4	14.6	3.1	-20.6	3.1	-3.5
48. Cc1cccc(NC(=O)Cn2c(=O)n(Cc3ccco3)c(=N)c3c4c(sc32)COC(C)(C)C4)c1
 : 1.5	-8.4	-7.4	-9.2	18.6	3.0	-25.3	0.2	-4.4
49. N#CCCN(Cc1cccnc1)C(=S)NC(=O)c1ccc(S(=O)(=O)N2CCCC2)cc1
 : 2.2	3.8	5.5	-5.5	4.8	5.6	-4.2	0.2	-4.6
50. COc1ccc(OC)c(C(c2nnnn2Cc2ccccc2)N2CCC(C(N)=O)CC2)c1 (configuration not stated)
 : 1.2	0.2	4.3	-4.3	10.0	4.2	-13.5	-0.2	-4.3
51. CC(=O)c1ccc(Oc2nc(-c3cccnc3)nc3ccccc23)cc1
 : -3.7	19.6	10.4	-17.1	5.1	1.4	-24.0	1.3	-14.8
52. O=C(CSc1nc2ccccc2c(=O)[nH]1)N1CCCCCC1
 : -8.1	-0.5	-1.5	2.7	2.1	3.2	-7.1	0.5	-2.7
53. Clc1ccccc1OCCCCN1CCCC1
 : -4.4	5.1	1.4	-19.5	11.6	3.8	-10.1	0.6	-12.5
54. CCN(c1ccc(NC(=O)COC(=O)c2cc3ccccc3oc2=O)cc1)C(C)C
 : -10.3	-4.9	-7.2	-1.3	16.2	8.4	-20.9	0.6	-10.1
55. C=CCOc1ccc(C(=O)N(Cc2ccc(N(C)C)cc2)C2CCS(=O)(=O)C2)cc1 (configuration not stated)
 : -14.6	8.1	-11.7	-8.1	12.0	2.1	-15.0	0.0	-4.6

2 compounds from above, reduced to CHO parental Ca.
no.	SMILES	CHO parental Ca
48	Cc1cccc(NC(=O)Cn2c(=O)n(Cc3ccco3)c(=N)c3c4c(sc32)COC(C)(C)C4)c1	-25.3
49	N#CCCN(Cc1cccnc1)C(=S)NC(=O)c1ccc(S(=O)(=O)N2CCCC2)cc1	-4.2

No enrichment for hits; overall some 4.2% were active at least once.
